Bioassay records (PubChem)
NadD inh: inhibitors of Staphylococcus aureus NadD | purified NadD enzyme, colorimetric absorbance read-out | inhibition, % at 20 µM | 360,000 compounds, 0.78% hits | AID 602399; in the data active = inhibition above about 26%; also: some compounds past the cut are filed as inactive
Scp1 inh: inhibitors of human Scp-1 phosphatase; Q9GZU7; Recombinant Scp1, phosphopeptide, malachite green phosphate absorbance; inhibition, % at 20 µM; 340,000 compounds, 0.88% hits;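 active = inhibition above about 50% at 20 µM, limit read from the data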;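 also: plate controls were DMSO wells with enzyme for no effect and wells lacking enzyme for full effect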
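Test system – truncated SCP-1 phosphatase (76-261aa) · Reagent – Phosphorylated 17-residue peptide substrate · Incubation – 45 min room-temperature reaction, 5 min colour, 30 min stabiliser · Detection – colorimetric phosphate reagent with accelerator and stabiliser, absorbance at 630 nm · Measure – % inhibition at 20 µM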
LMPTP inh: LMPTP (human) inhibition; P24666; inhibition, % at 20 µM; 360,000 compounds, 0.22% hits; recombinant LMPTP-A, OMFP fluorogenic substrate, fluorescence intensity;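 active = compounds that cut the enzyme signal by at least half of the control window in the single-dose screen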;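 also: plate controls were DMSO wells with enzyme plus substrate for no effect and substrate without enzyme for full effect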
Target sequence (P24666 whole entry, looked up): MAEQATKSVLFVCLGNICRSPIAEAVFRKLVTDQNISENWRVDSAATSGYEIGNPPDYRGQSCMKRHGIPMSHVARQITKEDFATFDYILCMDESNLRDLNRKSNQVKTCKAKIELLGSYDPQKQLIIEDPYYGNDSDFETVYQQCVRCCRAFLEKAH
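Assay system: LMPTP-A enzyme. Input: 0.625 nM LMPTP-A final. Probe or stimulus: 400 µM OMFP. Compound dosing: single 20 µM dose. Schedule: 50 min dark incubation at room temperature. Detection: fluorescence intensity of OMFP turnover product. Read-out: percent inhibition versus substrate-only and uninhibited controls. Benchmarks: no-enzyme low control, uninhibited high control.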
STEP block: inhibitors of human striatal-enriched phosphatase STEP; recombinant STEP, OMFP fluorogenic substrate, fluorescence; inhibition, % at 20 µM; 360,000 compounds, 0.25% hits;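 active = inhibition at 20 µM, scaled per plate between control wells, above about 37%, limit read from the data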;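 also: 0% = DMSO with enzyme and substrate and 100% = substrate only without enzyme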
Target sequence (P54829 whole entry, looked up): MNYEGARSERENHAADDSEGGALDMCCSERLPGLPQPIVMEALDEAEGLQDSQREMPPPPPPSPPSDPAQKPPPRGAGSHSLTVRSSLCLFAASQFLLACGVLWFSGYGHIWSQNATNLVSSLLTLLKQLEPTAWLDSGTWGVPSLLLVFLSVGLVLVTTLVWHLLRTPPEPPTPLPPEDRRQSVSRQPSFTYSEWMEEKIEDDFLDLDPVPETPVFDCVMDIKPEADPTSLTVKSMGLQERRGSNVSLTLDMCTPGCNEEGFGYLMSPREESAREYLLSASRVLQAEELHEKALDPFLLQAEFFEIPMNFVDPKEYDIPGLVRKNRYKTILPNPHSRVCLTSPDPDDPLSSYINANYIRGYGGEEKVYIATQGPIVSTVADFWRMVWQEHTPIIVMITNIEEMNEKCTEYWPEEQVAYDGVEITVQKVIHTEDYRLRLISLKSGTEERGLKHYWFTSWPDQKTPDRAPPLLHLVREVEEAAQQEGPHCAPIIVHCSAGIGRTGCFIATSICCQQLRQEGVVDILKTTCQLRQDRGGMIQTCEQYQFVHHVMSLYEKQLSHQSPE
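System: STEP phosphatase, cell-free reaction; Buffer or medium: Bis-Tris pH 6.0 buffer with DTT, detergent; Incubation: 20 min at room temperature, dark; Measured by: fluorescence, 480/540 nm.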
DNMT1 inh: blocks human DNA methyltransferase DNMT1. P26358. DNMT1 molecular beacon, Hinp1I cleavage, fluorescence. inhibition (reported as % activation of signal), % at 10 µM. 360,000 compounds, 0.83% hits. AID 588458; in the data active = inhibition above about 50%
SUMO1 PPI mod: modulators of human SUMO1-mediated protein-protein interactions. inhibition, % at 20 µM. AID 602429. 360,000 compounds, 0.33% hits. P63165. SUMO1 binding to a labelled peptide, TR-FRET, 1 h; in the data active = inhibition above about 37%
MT1-MMP act inh: MT1-MMP (human) activation inhibition; HT1080 RFP-PRO-GFP cells, GFP/RFP ratio fluorescence, overnight; percent of plate control window, DMSO zero; GFP/RFP ratio change, % at 20 µM; P50281; 360,000 compounds, 0.061% hits;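 active = GFP/RFP ratio change of at least 30% with cell ATP level not reduced by more than half and red fluorescence within 50% of control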; also: strong numbers were not always called active
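Test system: HT1080 RFP-PRO-GFP cells; Benchmarks: DMSO and RFP-L50D-GFP cell wells; Timing: cells overnight before dosing, compound overnight, 37 °C, 5% CO2; Compound: one 20 µM compound dose with 1% DMSO; Read-out: GFP/RFP fluorescence ratio.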
SKN-1 block: C. elegans SKN-1 inhibition. 360,000 compounds, 0.49% hits. inhibition, % at 21.8 µM. C. elegans VP596 Pgst-4::GFP/RFP ratio, acrylamide-induced, 24 h. AID 624304;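 active = interference check ratio from 0.5 to 1.5 plus GFP to RFP signal ratio inhibition reaching or exceeding a fixed threshold, cut at about 30% in these data, passing the limit was not always enough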; also: some compounds called inactive have numbers as strong as hits
CendR NRP1 mod: modulators of CendR peptide binding to human neuropilin-1; FAM-RPARPAR peptide binding to NRP-1, fluorescence polarization; inhibition, % at 25 µM; 360,000 compounds, 0.85% hits; AID 602438;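 active = inhibition or corrected inhibition above about 18%, plus a signal ratio from 0.5 to 1.5, limit read from the data, passing the limit was not always enough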; also: strong numbers were not always called active
Rpn11 inh: blocks the human proteasome subunit Rpn11; O00487; calls only at 20 µM; 360,000 compounds, 0.59% hits; human 26S proteasome, Ub4-pepOG fluorescence polarization; 20S core pre-blocked with epoxomicin;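 active = inhibition at 20 µM, scaled to each plate's controls, above about 33%, limit read from the data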
Target sequence (O00487 whole entry, looked up): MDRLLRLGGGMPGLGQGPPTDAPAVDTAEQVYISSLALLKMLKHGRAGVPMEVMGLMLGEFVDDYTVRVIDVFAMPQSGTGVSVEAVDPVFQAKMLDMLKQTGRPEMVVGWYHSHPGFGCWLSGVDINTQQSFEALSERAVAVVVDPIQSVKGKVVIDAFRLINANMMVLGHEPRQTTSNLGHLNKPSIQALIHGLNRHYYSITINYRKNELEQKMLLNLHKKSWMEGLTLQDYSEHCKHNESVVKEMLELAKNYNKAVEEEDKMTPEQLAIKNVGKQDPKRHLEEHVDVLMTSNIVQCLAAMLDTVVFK
Numbers without * were called inactive; i = inactive; / = no result given.

Start of the listing, in advance (two entries):
SMILES | NadD inh | Scp1 inh | LMPTP inh | STEP block | DNMT1 inh | SUMO1 PPI mod | MT1-MMP act inh | SKN-1 block | CendR NRP1 mod | Rpn11 inh
O=C(NC(Cc1ccccc1)C(=O)N1CCc2ccccc2C1)c1ccccc1 (stereo not given) | -7 | -10 | -1.6 | 0 | -2 | 5 | -1 | -9 | -5 | i
COC(=O)C1=C(NC(=O)CCCCl)CCS1 | -4 | -18 | -1.0 | 0 | -4 | -2 | 3 | 3 | -8 | i

Main list, from the start:
SMILES | NadD inh | Scp1 inh | LMPTP inh | STEP block | DNMT1 inh | SUMO1 PPI mod | MT1-MMP act inh | SKN-1 block | CendR NRP1 mod | Rpn11 inh
O=C(NC(Cc1ccccc1)C(=O)N1CCc2ccccc2C1)c1ccccc1 (stereo not given) | -7 | -10 | -1.6 | 0 | -2 | 5 | -1 | -9 | -5 | i
COC(=O)C1=C(NC(=O)CCCCl)CCS1 | -4 | -18 | -1.0 | 0 | -4 | -2 | 3 | 3 | -8 | i
CC(=O)c1ccc(N=Nc2ccc(N(C)C)cc2)cc1 | 10 | 2 | 5.2 | 3 | 6 | -9 | 13 | 2 | 14 | i
CC1=C(C(=O)OC(C)C)C(c2cccnc2)n2ncnc2N1 (stereo not given) | 2 | -3 | -2.9 | -1 | -2 | 5 | 6 | 4 | -3 | i
COc1cc(OC)c2nc(C)c3c(c2c1)N(c1ccc(O)cc1)CC3 | -7 | -4 | 3.5 | 0 | 25 | -16 | -13 | 0 | 4 | i
CCC(=O)Nc1cc(C(=O)OCC(=O)c2ccccc2Cl)ccc1C | 3 | -6 | -0.2 | -2 | -3 | 5 | 3 | 0 | -9 | i
Nc1cc([N+](=O)[O-])ccc1N1C(=O)CCCC1=O | -8 | 64* | 1.8 | 4 | 16 | -8 | 0 | 18 | -6 | i
Cc1ccc(S(=O)(=O)Nc2ccc(Cl)cc2)cc1NC(=O)c1cc2c(s1)CCCC2 | 24 | -37 | 3.3 | 0 | -12 | 2 | -1 | -1 | -3 | i
Cc1ccc(NC(=O)CSCC(=O)Nc2cc(S(=O)(=O)N3CCOCC3)ccc2OC(C)C)cc1 | -6 | -1 | -1.6 | 0 | 1 | -2 | 8 | -14 | 1 | i
CC(NC(=O)CNC(=O)C1CCCCC1)c1cccc(Cl)c1 (stereo not given) | -1 | -3 | -0.7 | 1 | 1 | 9 | -1 | 13 | 10 | i
COc1ccccc1NC(=O)N(C)C[C@@H]1OCc2cn(nn2)CCCC(=O)N([C@H](C)CO)C[C@H]1C | -4 | / | -1.5 | -2 | 10 | 6 | -1 | -12 | 8 | i
O=C(NCC(O)c1ccccc1)c1ccc(Cl)c(S(=O)(=O)N2CCCC2)c1 (stereo not given) | 1 | 7 | -0.5 | -4 | 3 | -5 | 11 | 16 | 14 | i
COc1cccc(C(=O)Nc2c(C)nn(-c3ccccc3)c2C)c1 | 5 | 1 | 0.9 | 0 | -9 | 3 | 10 | 1 | 6 | i
COc1cc(S(=O)(=O)N2CCC(c3nc4ccccc4s3)CC2)ccc1S(=O)(=O)N1CC(C)CC(C)C1 (stereo not given) | 3 | 6 | 0.8 | -5 | 10 | -4 | -2 | -7 | 2 | i
N#Cc1nc(-c2ccc(Cl)cc2)oc1NCc1ccco1 | 1 | -5 | 1.8 | 0 | -3 | 0 | 7 | 4 | -2 | i
Cn1c(C(=O)N2CCN(c3ncccn3)CC2)cc2c(=O)n(C)c3ccccc3c21 | 2 | -1 | 0.7 | 0 | -1 | 2 | 4 | 8 | 3 | i
Cc1ncc(C[n+]2ccc(C)c(C)c2)c(N)n1 | -3 | -7 | -1.1 | 0 | 5 | 0 | 2 | -7 | 4 | i
CC(C)CC(N=Cc1c(O)c2ccccc2oc1=O)C(=O)O (stereo not given) | 0 | -7 | -0.6 | 0 | 2 | 1 | 0 | 1 | 0 | i
COc1ccc(-c2nnc(SCC(=O)N3CCOCC3)n2C)cc1OC | -2 | -3 | -1.2 | -2 | 1 | 1 | -3 | -12 | 3 | i
CCOC(=O)C(C)Oc1cccc2c(=O)n(CC(=O)NCc3ccccc3)ccc12 (stereo not given) | -2 | -4 | 0.5 | 2 | 2 | -1 | 19 | 0 | 2 | i
Oc1ccc(C=NNc2nc3ccccc3s2)c(O)c1 | 1 | -12 | 1.9 | -1 | -32 | 5 | -3 | 18 | 0 | i
Cc1cccc(OS(=O)(=O)NC(=O)OCC2CCCN3CCCCC23)c1 (stereo not given) | -2 | -3 | -1.1 | 0 | -1 | -1 | -6 | 7 | 3 | i
Cc1ccc(C(=O)NNC(=O)C2CC2)cc1Br | 0 | -10 | -1.3 | 0 | 4 | 15 | -2 | 2 | 2 | i
COc1cc(CN2C[C@@H](CO)O[C@@H](n3cnc4c(NC(C)C)ncnc43)C2)cc(OC)c1OC | 5 | / | -1.1 | 1 | -1 | -4 | 3 | -9 | 1 | i
CCC1CCCCN1CCNC(=O)CCS(=O)(=O)c1ccc(Br)cc1 (stereo not given) | -6 | -11 | -1.2 | -9 | 0 | -2 | 4 | 9 | 8 | i

Entries of single compounds as entered above. Values in the order: NadD inh	Scp1 inh	LMPTP inh	STEP block	DNMT1 inh	SUMO1 PPI mod	MT1-MMP act inh	SKN-1 block	CendR NRP1 mod	Rpn11 inh
CCC1CCCCN1CCNC(=O)CCS(=O)(=O)c1ccc(Br)cc1 (stereo not given) as listed: -6	-11	-1.2	-9	0	-2	4	9	8	i
COc1ccccc1NC(=O)N(C)C[C@@H]1OCc2cn(nn2)CCCC(=O)N([C@H](C)CO)C[C@H]1C as listed: -4	/	-1.5	-2	10	6	-1	-12	8	i
O=C(NC(Cc1ccccc1)C(=O)N1CCc2ccccc2C1)c1ccccc1 (stereo not given) as listed: -7	-10	-1.6	0	-2	5	-1	-9	-5	i
COc1cccc(C(=O)Nc2c(C)nn(-c3ccccc3)c2C)c1 as listed: 5	1	0.9	0	-9	3	10	1	6	i
COc1cc(S(=O)(=O)N2CCC(c3nc4ccccc4s3)CC2)ccc1S(=O)(=O)N1CC(C)CC(C)C1 (stereo not given) as listed: 3	6	0.8	-5	10	-4	-2	-7	2	i

Copied from the list:
COc1cc(OC)c2nc(C)c3c(c2c1)N(c1ccc(O)cc1)CC3 in Scp1 inh reads -4
N#Cc1nc(-c2ccc(Cl)cc2)oc1NCc1ccco1 in STEP block reads 0

(further entries)
SMILES | NadD inh | Scp1 inh | LMPTP inh | STEP block | DNMT1 inh | SUMO1 PPI mod | MT1-MMP act inh | SKN-1 block | CendR NRP1 mod | Rpn11 inh
O=C(N/N=C/c1cccnc1)C(O)c1ccccc1 (stereo not given) | 2 | 1 | -2.5 | -1 | 2 | -2 | 2 | 7 | 1 | i
Cc1ccc(/C(N)=N/OC(=O)c2ccc(C)cc2Cl)cc1 | 2 | -4 | 0.0 | 1 | -1 | 0 | -3 | 11 | 4 | i
CCOc1ccc(C(=O)Nc2ccc(CN3CCOCC3)cc2)cc1Br | -2 | -7 | 0.9 | -1 | -12 | 6 | 5 | 11 | -4 | i
Cc1cc(/C=N/NC(N)=O)c(C)c(CO)c1 | -1 | -1 | -1.3 | 13 | -3 | 1 | 5 | 0 | -11 | i
O=C(COc1ccc(-n2cnnn2)cc1)Nc1cc(Cl)cc(Cl)c1 | 0 | 32 | -0.5 | 1 | -3 | 8 | -8 | -6 | 4 | i
Oc1ccc2ccccc2c1N=Nc1nccs1 | 3 | -6 | 8.7 | 7 | 0 | -28 | 4 | -2 | 12 | i
Cc1nc(N2CCN(C)CC2)c2c(C)c(C(=O)Nc3ccc(F)cc3)sc2n1 | 2 | 0 | -0.8 | 0 | -3 | -9 | 1 | 13 | 1 | i
CC(C)c1ccccc1NC(=O)COC(=O)c1cc([N+](=O)[O-])ccc1N1CCOCC1 | -5 | -5 | 0.2 | 1 | -1 | -24 | 1 | 27 | -5 | i
Cc1ccccc1CSCC(=O)N/N=C/c1cccs1 | -5 | 1 | -1.0 | 0 | 4 | -4 | 6 | 11 | 2 | i
CN(C(=O)c1cccc(NC(=O)Cc2ccc(NC(=O)C3CCCN(C(=O)c4ccccc4)C3)cc2)c1)C1CCC1 (stereo not given) | 4 | -8 | 0.7 | -1 | 3 | 3 | 0 | 1 | 0 | i
N#Cc1ccccc1S(=O)(=O)N1CCN(S(=O)(=O)c2ccc(Br)c(C(=O)O)c2)CC1 | 0 | 11 | -0.5 | 3 | 2 | 5 | 0 | 16 | 2 | i
O=C(NC1CCCC1)C1C(c2ccc(C(F)(F)F)cc2)=Nc2ccccc2N1C(=O)c1ccccc1 (stereo not given) | / | / | 4.5 | / | / | -15 | -5 | 21 | -8 | /
CN(C)S(=O)(=O)n1cc(/C=C(\NC(=O)c2ccccc2F)C(=O)N2CCOCC2)c2ccccc21 | 3 | 12 | -0.9 | -5 | 3 | 1 | -8 | 14 | -4 | i
c1ccc(CSc2nnc(-c3ccco3)n2Cc2ccccc2)cc1 | 4 | -1 | 1.4 | -2 | 3 | -2 | -6 | 5 | 11 | i
O=C(c1ccccc1-c1ccccc1)N1CCOCC1 | -6 | -7 | -2.0 | -1 | 0 | -4 | -1 | -3 | 14 | i
O=C(c1ccc2nc(N3CCOCC3)sc2c1)N1CCC(Cc2ccccc2)CC1 | 3 | -9 | 1.5 | -2 | -5 | 8 | -6 | 1 | -2 | i
S=c1[nH]ncn1/N=C/c1ccc(Br)cc1 | 2 | -5 | -3.2 | -2 | 0 | 2 | -3 | -4 | 1 | i
CCCCC(=Nc1ccccc1OC)C1=C(O)CC(c2ccccc2)CC1=O (stereo not given) | 6 | -15 | -1.6 | 0 | -3 | 1 | 4 | -10 | -5 | i
COc1cc(/C=N/NC(=S)NCCN2CCOCC2)ccc1O | 1 | -11 | -3.5 | 1 | 1 | -4 | 7 | 11 | 4 | i
COc1ccccc1NC(=O)C/C(C)=N/NC(=O)c1ccccn1 | 1 | 1 | 1.2 | 0 | 3 | 2 | / | 4 | 9 | i
COc1ccccc1Cn1c(=S)[nH]c2cc(C(=O)NCc3cccnc3)ccc2c1=O | 12 | -7 | 1.6 | -1 | -1 | 0 | 5 | -9 | 14 | i
COCCNc1ncnc2c1ncn2[C@H]1CN(Cc2ccco2)C[C@@H](CO)O1 | 0 | / | -0.6 | 4 | 0 | 2 | 1 | -13 | -6 | i
